# Source: PubChem BioAssay (National Center for Advancing Translational Sciences (NCATS))
# HT1080 IDH1KD tx: toxicity to HT-1080 IDH1 knockdown cells (counter line). HT-1080 IDH1 knockdown viability, ATP luminescence, 48 h. Potency, µM (series often up to 46.1 µM), for inactives: at the highest dose activity, negative = toxicity, hits mostly cytotoxic. actives 2% (n = 360,000);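 also: potency is read from the fitted curve at half-maximal effect; 0% = DMSO wells and -100% = cell-free medium wells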
#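 In this qHTS, HT-1080 cells depleted of IDH1 are exposed for 48 h at 37 °C to compound titrations. Toxicity is scored from CellTiter-Glo luminescence, with DMSO as full viability and medium alone as none.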
# KB-3-1 tox: kills parental KB-3-1 adenocarcinoma cells; Potency, µM (top dose mostly 46.1 µM), inactives show at the top dose activity change, negative = cytotoxic, actives largely listed as cytotoxic; actives 1.4% (n = 400,000); KB-3-1 viability, CellTiter-Glo ATP luminescence, 72 h; also: potency is read from the fitted curve at half-maximal effect; % is scaled to controls: 0 for no effect and ±100 for the full control effect; nearly all actives have a fitted effect of over 60% in size
#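 72 h, 37 °C compound treatment of KB-3-1 parental cells; CellTiter-Glo added, 10 min, luminescence read. Data corrected against DMSO-only plates and normalized before curve fitting.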
# D3 antag: D3 dopamine receptor (human) antagonism; P35462; D3R cells, DiscoveRx beta-arrestin luminescence, antagonist mode; active compounds read low; max response, negative = inhibition, %; actives 2.5% (n = 360,000); AID 652054; in the data active = max response below about -50%; inconclusive = no clear call, values can overlap the other calls; also: % is scaled to controls: 0 for no effect and ±100 for the full control effect; mostly tested at two doses, the higher about 12 µM
# Target sequence (P35462 whole entry, looked up): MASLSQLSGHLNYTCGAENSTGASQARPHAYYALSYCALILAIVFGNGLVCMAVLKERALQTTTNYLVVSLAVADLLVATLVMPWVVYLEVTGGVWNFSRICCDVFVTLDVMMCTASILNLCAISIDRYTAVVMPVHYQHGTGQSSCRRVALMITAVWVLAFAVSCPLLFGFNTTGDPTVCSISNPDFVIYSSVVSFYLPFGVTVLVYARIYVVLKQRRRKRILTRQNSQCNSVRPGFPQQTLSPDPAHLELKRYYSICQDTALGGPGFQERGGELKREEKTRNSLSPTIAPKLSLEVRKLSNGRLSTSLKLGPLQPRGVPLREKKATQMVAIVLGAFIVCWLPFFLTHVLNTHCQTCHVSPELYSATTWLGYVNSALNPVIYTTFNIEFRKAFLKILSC
#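 Cells expressing the human receptor were seeded at 1500 cells/well, incubated overnight at 37 degrees C in 5% CO2, then exposed to library compounds with dopamine controls for 90 minutes at 37 degrees C before luminescent detection.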
# SW480 rerep: inducers of DNA re-replication in SW480 colon cancer cells; actives 1.8% (n = 340,000); Potency, µM (highest dose often 46.1 µM), for inactives: at the top dose re-replication activation, actives largely listed as activators; AID 624297; SW480 DNA re-replication, Hoechst DNA content imaging, 48 h; also: potency is read from the fitted curve at half-maximal effect; % of control where 0% means no effect; nearly all actives have a fitted effect of over 55% in size
#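 First, 250 cells per well were seeded. Next, compound or vehicle (23 nL) was pinned in, plates sat 48 hr at 37 C. Finally Hoechst was added for 40 min before fluorescence scanning.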
# IL1B secr inh: inflammasome signaling inhibition, IL-1 beta readout; AID 743279; activity change, % at 57.5 µM; actives 4.7% (n = 360,000); THP-1 LPS/ATP IL-1B secretion, AlphaLISA, 16 h; active compounds read low; in the data active = activity change below about -50%; inconclusive = mostly about -30% to -49%; also: % is scaled to controls: 0 for no effect and ±100 for the full control effect
#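 Secreted IL-1B measured by AlphaLISA bead assay after 16 h compound exposure of THP-1 cells; compounds (final up to 57.5 uM) added 1 h before LPS (250 ng/mL) and ATP (1.25 mM) stimulation; lower signal means less secretion.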
# KB-V1 cytotox: kills drug-selected multidrug resistant KB-V1 cells | KB-V1 MDR cells viability, CellTiter-Glo, 72 h | Potency, µM (highest dose often 46.1 µM), for inactives: at the top dose activity change, negative = cytotoxicity, actives largely listed as cytotoxic | actives 3.4% (n = 400,000) | AID 1347076; also: potency is read from the fitted curve at half-maximal effect; % is scaled to controls: 0 for no effect and ±100 for the full control effect; nearly all actives have a fitted effect of over 60% in size
#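 Drug-selected KB-V1 cells, grown in DMEM lacking phenol red with 10% FBS, receive compound titrations; after three days at 37 degrees C, surviving cell ATP is quantified by CellTiter-Glo luminescence and responses normalized and curve-fitted.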
# HT1080-NT tox: kills 2HG-producing HT-1080-NT fibrosarcoma cells; HT-1080-NT fibrosarcoma viability, CellTiter-Glo ATP luminescence, 48 h; actives 1.6% (n = 360,000); Potency, µM (series often up to 46.1 µM), for inactives: at the highest dose activity, negative = less viability, usual class: cytotoxic; AID 686970;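 also: NT is the 2HG producing partner of a matched IDH1 knockdown line; potency is read from the fitted curve at half-maximal effect; 0% = DMSO-treated cells and -100% = media-only wells without cells; nearly all actives have a fitted effect of over 55% in size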
#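 A 48-hour cytotoxicity screen used HT-1080-NT cells plated 2 hours before compound delivery. ATP-based CellTiter-Glo luminescence measured viability, normalized to DMSO and no-cell controls.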
# D3 ag: activates the human D3 dopamine receptor | P35462 | D3R DiscoveRx beta-arrestin cells, luminescence, 90 min | max activation, % | actives 0.58% (n = 410,000) | AID 652048; in the data active = max activation above about 30%; also: 0% is about no effect; mostly tested at two doses, the higher about 12 µM
#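 Cells at 1500/well, incubated overnight, then treated with pinned compounds (dopamine as control) for 90 min at 37 degrees C. DiscoveRx reagent added for 30 - 60 minutes at room temperature; luminescence read.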
# GLP-1R agonist: activates the human GLP-1 receptor. Potency, µM (titrated, usually from 45.6 µM), for the others: at the highest dose activation, actives largely listed as activators. actives 0.007% (n = 380,000). AID 624172. HEK293 GLP-1R CRE-luciferase, luminescence, 4-6 h; cells express a hypersensitive GLP-1R form; also: potency is read from the fitted curve at half-maximal effect; % of control where 0% means no effect
# Target sequence (P43220 whole entry, looked up): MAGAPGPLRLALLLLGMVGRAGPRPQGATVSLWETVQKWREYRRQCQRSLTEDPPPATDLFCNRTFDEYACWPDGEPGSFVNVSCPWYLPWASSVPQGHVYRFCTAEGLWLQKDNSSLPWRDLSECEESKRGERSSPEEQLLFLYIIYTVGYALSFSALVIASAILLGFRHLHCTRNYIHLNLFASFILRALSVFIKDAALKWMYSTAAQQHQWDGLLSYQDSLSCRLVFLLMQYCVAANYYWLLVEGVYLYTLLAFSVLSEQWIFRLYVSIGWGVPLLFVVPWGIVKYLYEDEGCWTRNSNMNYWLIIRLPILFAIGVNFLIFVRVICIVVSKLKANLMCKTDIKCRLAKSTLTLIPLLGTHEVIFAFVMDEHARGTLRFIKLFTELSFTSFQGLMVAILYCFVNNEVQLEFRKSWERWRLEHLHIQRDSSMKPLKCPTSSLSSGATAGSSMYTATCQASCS
# * hit, by the source's call; i = inactive; ? = inconclusive; / = not tested or not shown; & = joins results of further samples; [ ] = dose if it differs, or a comment. Unless noted, calls follow the shape of the dose curve; as a rule, active = well fitted curve in the direction sought with a large enough effect; inconclusive = small, poorly fitted or top-dose-only effect, or another doubt; inactive = no such curve, though single readings can be large; an effect the other way counts as inactive or inconclusive.
SMILES,HT1080 IDH1KD tx,KB-3-1 tox,D3 antag,SW480 rerep,IL1B secr inh,KB-V1 cytotox,HT1080-NT tox,D3 ag,GLP-1R agonist
CN1C(=O)N(C)C(=O)C(CCc2ccncc2)(CCc2ccncc2)C1=O,7%,12%,3,-2%,-4,0%,13%,2,4%
C[n+]1c2ccccc2nc2ccc(NCCO)cc21,-20%,?,-54*,?,-10,?,-12%,-23,-1%
O=C(CN1CCCCC1)c1ccccc1Cl,0%,9%,?,14%,12,22%,0%,-16,-14%
CC12CCC(=O)C=C1CCC1C2C(O)CC2(C)C(O)CCC12 (centres undefined),0%,?,13,-11%,20,?,-9%,-6,12%
O=[N+]([O-])c1cccnc1N1CCCNCC1,-8%,2%,?,-6%,11,-6%,-1%,-21,8%
N#CCP(=S)(c1ccccc1)c1ccccc1,1%,3%,0,-1%,1,20%,2%,6,-2%
CN1CCC(N(C)c2ncnc3ccc(Br)cc23)CC1,-10%,-16%,-6,4%,-18,-3%,-11%,-26,-25%
COc1cccc(CCNCc2ccc(SC)cc2)c1,-14%,-11%,?,22%,-65*,-6%,-19%,-45,5%
COc1cccc(NP(=O)(Oc2ccccc2)Oc2ccccc2)c1,?,5.8µM*,-1,16µM*,?,-4%,?,4,-4%
Cc1csc(=N)n1Cc1ccccc1,7%,14%,-16,/,-1,1%,3%,7,9%
Cc1ccc2c(c1)C1CN(C)CCC1N2C(=O)Cc1cccs1 (centres undefined),19%,-5%,6,-3%,-2,-24%,2%,-12,5%
Cc1ccc2c(c1)C1CN(C)CCC1N2C(=O)c1cn(-c2ccccc2)nc1-c1ccccc1 (centres undefined),21µM*,-29%,-9,?,?,2%,/,-16,9%
CN1Cc2ccccc2-n2nncc2C1,1%,4%,2,?,11,-7%,7%,1,1%
Cc1ccc(CN2C(=O)CN=C(c3ccccc3)c3ccccc32)cc1,1%,?,2,-18%,-8,18µM*,8%,4,-7%
O=C(c1cc(C(=O)NCc2ccccc2)c(=O)n(Cc2ccccc2)c1)c1cc(Br)ccc1O,?,?,13,?,-1,2.3µM*,-4%,-2,-24%
COC(=O)C1=C(c2ccccc2OCc2ccccc2)C[C@@H]2CC[C@H]1N2C(=O)NCc1ccc(F)cc1,?,21µM*,-18,?,?,18µM*,-22%,-6,3%
COC(=O)C1C2c3ccccc3C(c3ccccc32)C1(C)C(=O)OC (centres undefined),-8%,2%,5,-4%,-9,6%,-6%,-8,6%
Cc1cc(C=C2C(=O)NC(=O)NC2=O)c(C)n1-c1cccnc1,10%,1%,0,8%,22,8%,9%,2,7%
Cc1nn(C2CCOC(C)(C)C2)c2c1C(c1ccc3c(c1)OCO3)SCC(=O)N2 (centres undefined),-8%,1%,19,-4%,-14,-4%,-2%,2,4%
O=C(C1CCCCC1)N1Cc2ccccc2-n2nncc2C1,-2%,-9%,-2,/,3,-1%,1%,1,-3%
CCN1CCN(c2ccc([N+](=O)[O-])cc2C#N)CC1,10%,9%,10,-17%,8,7%,1%,-6,17%
O=C(c1ccc2c3c(cccc13)CC2)C1CCCN(Cc2ncc[nH]2)C1 (centres undefined),?,23%,-12,-3%,?,?,?,-8,0%
CC(C)C(=O)N1CCN(CCN=Cc2c(O)n(C)c(=O)n(C)c2=O)CC1,-1%,7%,-16,-7%,-4,11%,16%,1,4%
COc1cc(C(c2c(O)c3ccccc3oc2=O)c2c(C)n(C)n(-c3ccccc3)c2=O)ccc1O (centres undefined),5%,-2%&8%,9,1%,1,14%&5%,?,2&6,0%
C[C@@H]1CN([C@H](C)CO)C(=O)CCCn2nncc2CO[C@H]1CN(C)C(=O)Oc1cccc2ccccc12,6%,-7%,13,/,-7,0%,13%,-7,-1%
CCOc1ccc2oc(C(=O)NN3C(C)CCCC3C)c(C)c2c1 (centres undefined),15%,3%,-5,-3%,21,-17%,-1%,-5,12%
CCOC(=O)c1c(N)n(Cc2ccco2)c2nc3ccccc3nc12,-19%,3%,-22,-3%,9,0%,-17%,-4,1%
CCn1c(=O)cc(SCC(=O)N2CCC3(CC2)OCCO3)c2ccccc21,-13%,-19%,-17,-5%,?,?,-1%,1,-9%
O=C1NC(=O)C(CCc2ccncc2)(CCc2ccncc2)C(=O)N1Cc1ccccc1,-13%,-11%,-8,-2%,16,-15%,0%,-3,7%
O=C(CN1CCN(S(=O)(=O)c2ccc3ccccc3c2)CC1)NC(=O)NC1CCCCC1,-26%,?,3,?,?,18µM*,-13%,0,5%
O=C(O)CCn1cc(C=C2C(=O)NC(=S)NC2=O)c(-c2ccccc2)n1,24%,18%,-4,-1%,66,2%,5%,-1,-1%
C[C@]12CC[C@@H](O)C[C@@H]1CC[C@@H]1[C@@H]2CC[C@]2(C)C(=O)[C@H](O)C[C@@H]12,10%,-1%,10,/,14,4%,5%,0,-3%
CC12CCC3C(CCC4CC(=O)OCC43C)C1CCC2O (centres undefined),-12%,-10%,-17,18%,20,?,0%,0,-2%
COC12C(COC(N)=O)C3=C(C(=O)C(C)=C(N)C3=O)N1CC1C2N1C (centres undefined),?,?,0,?,6,?,?,28,-1%
O=C1NCN(c2ccccc2)C12CCN(C(c1ccnc3ccccc13)c1nnnn1C1CCCC1)CC2 (centres undefined),-7%,0%,-17,/,-4,12%,-10%,-2,8%
CC(C)(C)c1ccc(CN2C(=O)CN=C(c3ccccc3)c3ccccc32)cc1,?,-24%,-25,19%,?,16µM*,?,-9,5%
COc1ccc(C(C)=O)cc1CC(C(=O)c1ccc(Br)cc1)N(C)C (centres undefined),-1%,9%,-26,4%,i,-53%,-4%,-9,1%
COC(=O)C1=C(c2ccc(Cl)c(C(F)(F)F)c2)C[C@@H]2CC[C@H]1N2C(=O)NCC1CC1,-21%,?,-24,0%,-6,3%,-12%,-6,3%
Cc1ccc2nc(-c3ccncc3)cc(C(=O)N3CCC4(CC3)OCCO4)c2c1,-6%[9.24 µM],19%,0,-4%,-6,-23%,-7%,9,-5%
O=C(c1cc2cc(F)ccc2[nH]1)N1CCC2(CC1)OCCO2,0%,-4%,-7,-2%,16,-7%,-1%,-3,-2%
CCc1ccc(OCC(=O)N2CCN(Cc3ccc4c(c3)OCO4)CC2)cc1,-17%,1%,?,0%,-14,?,-22%,-13,0%
O=C(CCNC(=O)N1C[C@H]2C[C@@H](C1)c1cccc(=O)n1C2)Nc1cccc(Cl)c1,3%,0%,-15,3%,-7,33%,2%,-3,-2%
CCCNC(=O)c1c(N)n(Cc2ccc3c(c2)OCO3)c2nc3ccccc3nc12,-2%,-20%,18,3.3µM*,0,?,0%,-2,9%
C=CCN1C(=O)NC(=O)/C(=C/c2ccc(OC)c(COc3ccc(NC(C)=O)cc3)c2)C1=O,?,?,-8,16µM*,13,?,?,-3,7%
CCCC/C(=N\O)c1c[nH]c2ccccc12,-5%[9.24 µM],9%,-12,1%,-4,-17%,?,-12,3%
CCOc1ccccc1-n1c(O)c(C=NCCCn2ccnc2)c(=O)[nH]c1=O,7%,14%,6,-12%,21,?,?,1,0%
COc1ccccc1-n1c(Cc2ccccc2)nc2ccccc2c1=O,-10%,-2%,-16,-6%,?,?,-1%,-21,5%
S=P(N1CCCCCC1)(N1CC1)N1CC1,12%,-5%,6,?,-8,9%,5%,2,5%
CCOc1ccc(Cl)cc1CNCCc1ccc(F)cc1,-25%,5%,7,-4%,-57*,-2%,?,1,5%
CCOC(=O)C1(CCc2ccccc2)CCN(C(C)CSC)CC1 (centres undefined),6%,3%,0,-8%,0,-10%,-23%,-7,-1%
Cn1c(O)c(C=Nc2ccccc2-c2ccccc2)c(=O)n(C)c1=O,2%,-4%,1,-12%,-11,25%,3%,-2,16%
Cc1nn(C)c(C)c1/C=C1/CC2C3CC=C4CC(O)CCC4(C)C3CCC2(C)C1=O (centres undefined),?,13%,53,-1%,36,2%,?,12,18%
COC(=O)C1=C(c2cc3ccccc3s2)C[C@@H]2CC[C@H]1N2C(=O)N1CCC(C)CC1,-24%,-7%,?,1%,-19,13%,-2%,-37,25%
NP(=O)(Oc1ccccc1)Oc1ccccc1,2%,10%,8,-7%,-1,9%,0%,9,14%
N/C(=N\[N+](=O)[O-])N/N=C/c1ccc(O)cc1,0%,-8%,-27,-1%,17,?,-1%,2,-4%
CCOc1ccc(NC2=NCCCS2)cc1,14%,4%,6,5%,-15,0%,11%,15,6%
O=c1[nH]c2ccccc2o1,-2%,0%,1,-40%[inhibitor],26,-14%,3%,0,0%
COc1cc(OC)c(OC)cc1CNCCc1ccc(F)cc1,-3%,-4%,0,-1%,-12,-8%,-4%,-18,10%
CC(C)(C)C(=O)N1Cc2cc(N3CCOCC3)ccc2-n2nncc2C1,12%,0%,66,/,-13,-10%,18%,-2,-1%
CN1CCN(/N=C/c2c(O)n(Cc3ccc(F)cc3)c(=O)[nH]c2=O)CC1,8%,5%,0,-8%,31,12%,9%,2,11%

# Carrying on.
SMILES,HT1080 IDH1KD tx,KB-3-1 tox,D3 antag,SW480 rerep,IL1B secr inh,KB-V1 cytotox,HT1080-NT tox,D3 ag,GLP-1R agonist
OCCN1C2CCC1CC(O)(c1ccc(F)cc1)C2 (centres undefined),-3%,-12%,-68*,-1%,-8,21%,-2%,-22,-2%
Cc1cc(N=Nc2ccccc2C)ccc1N,?,-18%,12,-3%,?,2%,?,-7,17%
O=C(O)CCn1cc(C=C2C(=O)NC(=O)NC2=O)c(-c2cc3ccccc3oc2=O)n1,16%,-3%,-10,-5%,10,0%,16%,-4,0%
O=C(Cc1ccccc1)OCn1nnc2ccccc2c1=O,-4%,-8%,12,-11%,35,-7%,0%,1,1%

# Some of the compounds tested, so the mix of outcomes need not match the whole.
